CHO-K1 Ca ag: counter-screen for M1 agonists: effect in parental CHO-K1 cells; Fluo-8 calcium fluorescence; scaled to maximal ATP response, vehicle zero; activation, % at 3 µM; 360,000 tested, 0.48% active; in the data active means activation above about 15%;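 further: untransfected CHO-K1 host cells lacking M1 receptor as counterscreen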
CHRM1 PAM: human M1 muscarinic receptor positive allosteric modulators, primary screen, CHO-K1 cells, Fluo-8 calcium fluorescence, 1536-well; Muscarinic acetylcholine receptor M1 (Homo sapiens), P11229; activation, % at 3 µM; 360,000 tested, 0.088% active; CHO-K1 hM1, ACh EC20; 0% = ACh EC20, 100% = maximal ACh; in the data active means activation above about 19%, passing the limit was not always enough
Target sequence (P11229 whole entry, looked up): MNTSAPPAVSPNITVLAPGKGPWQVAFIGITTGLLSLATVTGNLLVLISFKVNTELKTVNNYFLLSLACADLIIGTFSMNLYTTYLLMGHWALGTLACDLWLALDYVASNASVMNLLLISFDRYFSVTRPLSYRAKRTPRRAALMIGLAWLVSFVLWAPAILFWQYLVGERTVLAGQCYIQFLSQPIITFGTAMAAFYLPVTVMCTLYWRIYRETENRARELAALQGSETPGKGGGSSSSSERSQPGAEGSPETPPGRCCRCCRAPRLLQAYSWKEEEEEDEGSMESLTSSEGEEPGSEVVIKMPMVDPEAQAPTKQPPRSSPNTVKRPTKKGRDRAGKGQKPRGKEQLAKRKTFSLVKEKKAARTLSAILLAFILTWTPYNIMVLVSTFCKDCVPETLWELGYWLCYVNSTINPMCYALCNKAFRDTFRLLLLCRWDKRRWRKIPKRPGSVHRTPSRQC
M4 ag: human M4 muscarinic receptor agonists, primary screen, CHO-K1 cells, Fluo-8 calcium fluorescence. activation, % at 3 µM. CHO-K1 hM4/Gqi5; vehicle 0%, full acetylcholine response 100%. Muscarinic acetylcholine receptor M4 (Homo sapiens), P08173. 360,000 tested, 0.14% active;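 active means activation above the run mean over all test wells plus 3 SD, cut at about 32% in these data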;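 further: peak over basal fluorescence ratio per well then scaled between controls; 0% = DMSO wells and 100% = acetylcholine at EC100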
Target sequence (P08173 whole entry, looked up): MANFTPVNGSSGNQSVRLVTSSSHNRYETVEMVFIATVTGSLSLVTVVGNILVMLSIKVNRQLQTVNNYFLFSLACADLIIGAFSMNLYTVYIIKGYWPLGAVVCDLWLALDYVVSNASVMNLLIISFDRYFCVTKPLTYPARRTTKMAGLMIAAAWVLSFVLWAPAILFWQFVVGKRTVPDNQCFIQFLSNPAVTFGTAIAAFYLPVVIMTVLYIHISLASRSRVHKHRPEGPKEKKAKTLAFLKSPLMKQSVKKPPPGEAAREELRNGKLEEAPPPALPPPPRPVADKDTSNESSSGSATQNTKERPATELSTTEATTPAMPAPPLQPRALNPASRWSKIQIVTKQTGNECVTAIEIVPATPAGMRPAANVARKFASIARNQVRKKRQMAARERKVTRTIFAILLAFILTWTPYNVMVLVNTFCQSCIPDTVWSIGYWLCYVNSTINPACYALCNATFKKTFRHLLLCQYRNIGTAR
M1 ag: human M1 muscarinic receptor agonists, primary screen, Fluo-8 calcium fluorescence, CHO-K1 cells, HTS. Muscarinic acetylcholine receptor M1 (Homo sapiens), P11229. CHO-K1 hM1, agonist mode; 0% DMSO, 100% acetylcholine EC100. activation, % at 3 µM. 360,000 tested, 0.33% active. AID 588814, 2011;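 active means activation above the run's mean compound activation plus 3 SD, cut at about 16% in these data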;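 further: peak over basal fluorescence ratio within a 140 s kinetic read after compound addition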
CHO parental Ca: ATP-evoked calcium signal inhibitors, parental CHO, primary screen, counter-screen for OX1R antagonist project, cell-based, fluorescence, Fluo-8 calcium dye; parental CHO-K1, ATP-induced calcium, Fluo-8 fluorescence; inhibition, % at 5.6 µM; 330,000 tested, 0.63% active; AID 463079, 2010;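 active means inhibition above that plate's mean sample inhibition plus 3 SD, cut at about 26% in these data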;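 further: 0% = ATP-challenged DMSO wells and 100% = DMSO wells without ATP; some compounds past the cut are filed as inactive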
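Material: parental CHO cells / Compound: single nominal dose of 5.6 µM per compound / Signal: Fluo-8 fluorescence / Replicates: singlicate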
OXTR potentiator: human OXTR potentiators, primary screen, fluorescence, CHO-OTR cells, Fluo-8 calcium; 320,000 tested, 0.061% active; AID 2445, 2010; Fluo-8 calcium fluorescence, potentiator mode; 0% = oxytocin EC15, 100% = EC100; activation, % at 3 µM;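 active means activation above that plate's cutoff, the mean activation of tested compounds plus 3 SD, cut at about 6.6% in these data, passing the limit was not always enough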;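 further: 100% uses oxytocin at 75 nM as the full agonist control; some results filed as inactive read as strong as hits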
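test system = CHO-OTR cells, human receptor | compound = single-point 3.0 µM | schedule = 6 min compound pre-incubation at room temperature, 100 s kinetic read | signal = Fluo-8 no-wash calcium dye fluorescence, excitation 470-495 nm, emission 515-575 nm | repeats = single well per compound, singlicate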
M1 antag: human M1 muscarinic receptor antagonists, primary screen, CHO-K1 cells, Fluo-8 calcium fluorescence, 1536-well. CHO-K1 hM1, ACh EC80 antagonist. Muscarinic acetylcholine receptor M1 (Homo sapiens), P11229. 360,000 tested, 1.3% active. inhibition, % at 3 µM. AID 588852, 2011;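 active means percent inhibition above its own plate's cutoff, namely the mean of that plate's compound wells plus 3 SD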;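 further: peak over basal fluorescence ratio during 140 s after agonist addition; 0% = ACh EC80 plus DMSO and 100% = DMSO alone without agonist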
CHO-K1 Ca antag: counter-screen for M1 antagonists: effect in parental CHO-K1 cells; ATP-induced calcium, Fluo-8 fluorescence; inhibition, % at 3 µM; 360,000 tested, 0.6% active; AID 602250;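 active means inhibition above a per-plate cutoff, the plate's mean sample inhibition plus 3 SD, cut at about 24% in these data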;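 further: 0% = DMSO plus EC80 ATP and 100% = DMSO alone without ATP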
M4 antag: human M4 muscarinic receptor antagonists, primary screen, CHO cells, Fluo-8 calcium fluorescence; Muscarinic acetylcholine receptor M4 (Homo sapiens), P08173; CHO-hM4 cells, ACh EC80; inhibition, % at 3 µM; 360,000 tested, 0.73% active; AID 624125, 2012;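 active means inhibition above its plate's cutoff, the mean inhibition of sample wells plus 3 SD, cut at about 27% in these data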;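 further: 0% = acetylcholine EC80 with DMSO and 100% = DMSO without agonist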
* = called active by the depositor; . = not tested or not shown.

Order of values – CHO-K1 Ca ag, CHRM1 PAM, M4 ag, M1 ag, CHO parental Ca, OXTR potentiator, M1 antag, CHO-K1 Ca antag, M4 antag
1: COc1cc(-c2cc(C(=O)Nc3ccc(N4CCOCC4)cc3)c3ccccc3n2)cc(OC)c1OC
    6.0, 1, 12, 1, 0, -4, 12, -3, 4
2: COCc1cc(C)[nH]c(=O)c1C(=O)NC12CC3CC(CC(C3)C1)C2
    0.8, 10, 1, -1, 0, 1, -20, -23, -16
3: Cn1ncc2c1NC(c1ccc(F)cc1)SCC2=O (stereo unspecified)
    0.2, 4, 1, 0, ., ., -7, 4, -7
4: COC(=O)N/N=C/c1ccc(-c2ccc(C)c(Cl)c2)o1
    0.5, 2, 0, -1, -5, 1, 2, -13, 2
5: C=CCNC(=O)/C(=C\c1ccc(Br)cc1)NC(=O)c1ccccc1OC
    2.9, -1, 5, -8, -13, -10, 5, 9, -4
6: COc1ccc(C(=O)C(C)[n+]2ccc(-c3nnc4n3CCCCC4)cc2)cc1 (stereo unspecified)
    0.1, 6, 0, -9, 11, -5, -5, -3, -8
7: Cc1onc(-c2ccccc2)c1C(=O)N1CCC(C)(C(=O)O)C1 (stereo unspecified)
    0.2, -3, 0, -1, ., ., -4, -6, 1
8: CCOCCn1c(N2CCN(c3ccc(OC)cc3)CC2)nc2c1c(=O)n(C)c(=O)n2C
    0.6, 10, 1, 1, -21, -9, -17, -2, 3
9: O=C1c2ccccc2C(=O)c2c(/C=C/N3CCCCC3)ccnc21
    5.3, -8, 0, -8, ., ., 3, -4, 5
10: O=C(Oc1ccc(OC(=O)N2CCOCC2)cc1)c1ccccc1
    2.1, -7, 2, -8, -9, -12, -9, -8, 3
11: Cc1ccc(N2CC(C(=O)O)CC2=O)cc1 (stereo unspecified)
    -0.3, 5, 0, -5, -8, -15, -1, -6, 2
12: O=C(NC(=S)N1CCCC1)c1ccc(Cl)cc1Cl
    0.7, 1, 0, -1, 2, -10, -2, -8, 0
13: O=[N+]([O-])c1cnc2ccccc2c1
    0.5, 8, -1, 0, -8, -11, -12, -12, 9
14: Cc1ccccc1Cn1nnc(C(=O)Nc2cccc(C)c2C)c1N
    2.2, 1, 10, 16, -1, -7, 0, 11, -2
15: Nc1c(OS(=O)(=O)c2ccccc2)cccc1OS(=O)(=O)c1ccccc1
    3.0, 7, 7, -2, ., ., -5, 8, -10
16: CSc1ccc(S(=O)(=O)NCC(=O)OCCOc2ccccc2)cc1[N+](=O)[O-]
    7.9, 5, 7, -2, 21, -12, -1, 23, 1
17: Cc1ccc(S(=O)(=O)NCCC(=O)NCc2ccc3c(c2)OCO3)cc1C
    -0.2, 3, 1, -3, -26, -15, -3, 3, 8
18: CC(C)C(=O)N1CCN(c2ccccc2NC(=O)COc2ccccc2)CC1
    2.0, 0, 6, -4, -11, -1, -5, -8, -1
19: CCN(CC(=O)NCc1ccc(F)cc1)CC(=O)Nc1ccc(Br)cc1F
    -0.5, -1, 4, -3, -13, -5, 6, 14, -7
20: CC(C)CN1CCN(Cc2cccc3cccnc23)CC1CCO (stereo unspecified)
    0.2, 8, 2, -7, -18, -1, -7, -14, -7
21: COC(=O)[C@@]1(Cc2ccc(OC)cc2)[C@H]2c3cc(C(=O)N4CCCC4)n(Cc4ccc(Cl)c(C(F)(F)F)c4)c3C[C@H]2CN1C(=O)c1ccccc1
    1.0, ., 3, ., ., ., ., -7, -14
22: Cc1cc(S(=O)(=O)Nc2ccc(C(=O)NCC(C)(C)N3CCOCC3)cc2)ccc1F
    1.8, 6, 1, -5, -9, -5, -7, 0, 7
23: CN(Cc1c(F)cccc1Cl)C(=O)COC(=O)Cn1cnc2ccccc2c1=O
    2.3, 1, 6, 3, ., ., -4, 4, -8
24: CCOc1ccc(CN(C)C(=O)Cc2c[nH]c3ccccc23)cc1
    1.8, 2, 3, 0, ., ., 7, -6, -8
25: CCOC(=O)C1CCN(Cc2cc(Cl)c3ccccc3c2O)CC1
    0.2, -3, 1, 7, 9, -12, 10, 10, 29*
26: Cc1cc(N2CCC(C(N)=O)CC2)nc(-c2ccccc2)n1
    0.3, -8, 0, -2, -17, -2, -16, -7, 6
27: CCOC(=O)C(C(=O)OCC)N(C#N)c1nc(N(C)C)nc(N(C)C)n1
    -0.3, 5, -1, -5, -6, -11, -4, -5, 7
28: Cc1sc2ncnc(SCC(=O)Nc3nc(-c4ccc(F)c(F)c4)cs3)c2c1C
    -0.2, -1, 2, -4, -7, -3, 10, 12, -2
29: CCOC(=O)c1oc2ccc(S(=O)(=O)N3CCC(C)CC3)cc2c1C
    0.8, 9, 0, -4, -14, -4, -7, -13, 0
30: COc1ccc(C[C@@H]2CN3C(=NC[C@@H]3C)N2CCNC(=O)c2ccc(C)c(Br)c2)cc1
    0.2, -37, 4, -13, -23, -4, 40*, -6, -9
31: O=C(Nc1ncn[nH]1)c1cc([N+](=O)[O-])ccc1Cl
    0.3, 6, 1, -4, -7, -11, -14, -11, -7
32: C[C@@H]1CN([C@@H](C)CO)C(=O)CCCn2nncc2CO[C@H]1CN(C)C(=O)c1ccc2ccn(C)c2c1
    0.2, 2, 1, -3, ., ., -2, 0, -6
33: Cc1ccc2nc(NC(=O)c3cccs3)sc2c1
    5.3, 0, 2, 3, -14, -8, -12, -5, -1
34: Cc1ccccc1CNC(=O)CN1C(=O)c2ccccc2S1(=O)=O
    0.8, 10, 1, -5, -21, -2, -5, -5, 2
35: CCCNC(=O)c1cc2ccccc2c(=O)o1
    0.4, 6, 1, -7, 4, -10, -5, -1, 12
36: COc1ccc(NS(=O)(=O)c2cccc(C(=O)N/N=C/c3ccccn3)c2)cc1
    0.4, 11, 2, -3, -3, -6, -11, -7, 4
37: Cc1c(C(=O)Nc2ccc(S(=O)(=O)NCC3CCCO3)cc2)cccc1[N+](=O)[O-] (stereo unspecified)
    1.3, 1, 7, -5, 2, -12, 6, 0, -9
38: COc1cc2c(C#CCCO)c(-c3ccc(C#N)cc3)oc(=O)c2cc1OC
    -0.1, 11, 2, -5, -15, -1, -4, -15, -15
39: CCCCNC(=O)CSc1nnc(Cc2ccccc2)n1CC1CCCO1 (stereo unspecified)
    0.1, 6, 1, -2, -12, -12, -14, -20, -23
40: COc1cc(C(=O)OC(C)C(=O)Nc2ccc3c(c2)OCO3)ccc1OCc1c(C)noc1C (stereo unspecified)
    0.1, -3, 2, -4, -16, -6, 7, 1, 3
41: CNC(=O)C1CCN(S(=O)(=O)c2c(C)noc2/C=C/c2ccc(OC)cc2)CC1
    -0.4, 7, 0, -2, -3, -2, -15, 0, -3
42: COc1ccc(NC(=O)CCNC(=O)c2ccc([N+](=O)[O-])cc2)cc1S(=O)(=O)N1CCCCC1
    -0.2, 15, 0, 2, ., ., -10, -5, -14
43: CCOc1ccc(N(CC(=O)NCc2ccc(Cl)cc2)S(=O)(=O)c2c(C)noc2C)cc1
    -0.1, 9, 1, -3, -24, 6, -10, 1, -11
44: Cc1nc(CNS(=O)(=O)c2cccnc2)cs1
    3.3, 6, 0, -1, -1, -9, -19, -15, 2
45: Cc1cc(C)c(NC(=O)OCCN2CCOCC2)c(C)c1
    0.0, 2, 0, -3, -8, -1, -12, -5, -3

Looked up by structure from the list above (three):
Order of values – CHO-K1 Ca ag, CHRM1 PAM, M4 ag, M1 ag, CHO parental Ca, OXTR potentiator, M1 antag, CHO-K1 Ca antag, M4 antag
22: Cc1cc(S(=O)(=O)Nc2ccc(C(=O)NCC(C)(C)N3CCOCC3)cc2)ccc1F
    1.8, 6, 1, -5, -9, -5, -7, 0, 7
30: COc1ccc(C[C@@H]2CN3C(=NC[C@@H]3C)N2CCNC(=O)c2ccc(C)c(Br)c2)cc1
    0.2, -37, 4, -13, -23, -4, 40*, -6, -9
24: CCOc1ccc(CN(C)C(=O)Cc2c[nH]c3ccccc23)cc1
    1.8, 2, 3, 0, ., ., 7, -6, -8

Returning to the listing, repeating the 6 entries before the break.
Order of values – CHO-K1 Ca ag, CHRM1 PAM, M4 ag, M1 ag, CHO parental Ca, OXTR potentiator, M1 antag, CHO-K1 Ca antag, M4 antag
40: COc1cc(C(=O)OC(C)C(=O)Nc2ccc3c(c2)OCO3)ccc1OCc1c(C)noc1C (stereo unspecified)
    0.1, -3, 2, -4, -16, -6, 7, 1, 3
41: CNC(=O)C1CCN(S(=O)(=O)c2c(C)noc2/C=C/c2ccc(OC)cc2)CC1
    -0.4, 7, 0, -2, -3, -2, -15, 0, -3
42: COc1ccc(NC(=O)CCNC(=O)c2ccc([N+](=O)[O-])cc2)cc1S(=O)(=O)N1CCCCC1
    -0.2, 15, 0, 2, ., ., -10, -5, -14
43: CCOc1ccc(N(CC(=O)NCc2ccc(Cl)cc2)S(=O)(=O)c2c(C)noc2C)cc1
    -0.1, 9, 1, -3, -24, 6, -10, 1, -11
44: Cc1nc(CNS(=O)(=O)c2cccnc2)cs1
    3.3, 6, 0, -1, -1, -9, -19, -15, 2
45: Cc1cc(C)c(NC(=O)OCCN2CCOCC2)c(C)c1
    0.0, 2, 0, -3, -8, -1, -12, -5, -3
46: CCOc1ccc(C(=O)/C=C/c2ccccc2C(F)(F)F)cc1
    2.0, -8, 0, -10, -10, -3, 4, -11, -2
47: O=C(C[n+]1ccc2ccccc2c1)Nc1cc(C(F)(F)F)ccc1Cl
    0.1, -20, 1, -10, -7, -3, 30, -6, -2
48: CC(C)CNc1nc(N)c([N+](=O)[O-])c(NCC2CCCO2)n1 (stereo unspecified)
    0.2, 10, 2, -5, 0, 5, -8, -8, 1
49: CN(Cc1ccccc1)C(=O)c1[nH]cnc1C(=O)NCC(=O)OCc1ccccc1
    4.5, -10, 17, -2, -14, -14, 23, 4, 5
50: CC(NC(=O)CCCN1C(=O)c2ccccc2C1=O)c1ccc2c(c1)CCCC2 (stereo unspecified)
    4.2, 6, 3, 7, -26, -13, -3, -2, -6
51: COc1cc2cc(C(=O)N3CCN(c4ccccc4OC)CC3)[nH]c2cc1OC
    2.2, 0, 2, -2, ., ., -8, -16, -10
52: CC(C)(C)NC(=O)c1ccc2c(c1)N(CC(=O)N1CCN(c3ccccc3F)CC1)C(=O)C(C)(C)O2
    1.4, 7, 2, -4, -14, -7, -10, 6, 1
53: COc1ccc(CC(N)c2csc(Nc3cccc(OC)n3)n2)cc1 (stereo unspecified)
    7.3, 4, 18, 7, ., ., 0, -10, 0

Compounds were not picked by outcome; overall some 2.9% were active at least once.
